Screening data (PubChem BioAssay)
D1 agonist = agonists of human D1 dopamine receptor; 360,000 tested, 1% active; HEK293 T-REx D1 cells, calcium flux, agonist mode; activation, % at 2 µM; P21728; note: 0% is about no effect
Target sequence (P21728 whole entry, looked up): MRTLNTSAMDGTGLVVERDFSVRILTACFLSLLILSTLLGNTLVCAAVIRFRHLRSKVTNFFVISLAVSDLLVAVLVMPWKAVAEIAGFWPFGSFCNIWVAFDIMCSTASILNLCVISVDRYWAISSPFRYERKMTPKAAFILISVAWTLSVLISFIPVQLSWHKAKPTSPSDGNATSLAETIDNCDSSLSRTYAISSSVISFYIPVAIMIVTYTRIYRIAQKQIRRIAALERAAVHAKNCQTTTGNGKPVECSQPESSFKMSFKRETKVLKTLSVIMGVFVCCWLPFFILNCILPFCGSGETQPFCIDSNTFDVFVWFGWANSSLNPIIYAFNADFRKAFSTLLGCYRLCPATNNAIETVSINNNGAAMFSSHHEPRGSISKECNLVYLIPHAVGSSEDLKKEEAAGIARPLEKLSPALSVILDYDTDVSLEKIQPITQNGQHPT
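Agonism was scored from calcium flux recorded over 180 s (1 read/s) after pintool compound addition, following a 10-cycle baseline. Cells were inducible force-coupled HEK293 TREx D1, plated overnight at 30 C and loaded with no-wash calcium dye.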
D1 antagonist = antagonists of human D1 dopamine receptor | AID 504652 | P21728 | activity change, negative = inhibition, % at 10 µM | 360,000 tested, 3.2% active | HEK293 TREx D1 cells, calcium flux, dopamine EC80; stronger effect = lower value; in the data active = activity change below about -30%; note: % is set by controls: 0 for no effect and ±100 for the full control effect
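Kinetic fluorescence of a calcium dye serves as the read-out. D1-expressing Hek293 Trex cells, induced overnight at 30 C, are exposed to compound for 180 s before an EC80 dopamine addition, then read 180 s further.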
D2 antagonist = antagonists of human D2 dopamine receptor; AID 485344; inhibition, % at 10 µM; HEK293 TREx D2 cells, calcium flux, dopamine EC80; 340,000 tested, 2% active; P14416; in the data active = inhibition above about 30%; note: 0% is about no effect
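Measurement of antagonist activity uses fluorescent calcium dye in inducible HEK293 T-REx D2 cells: 10 s baseline, compound addition with 180 s read, EC80 dopamine addition with a further 180 s read.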
D2 potentiator = positive allosteric modulators of human D2 dopamine receptor | P14416 | potentiation, % at 10 µM | HEK293 T-REx D2, calcium flux, EC20 dopamine potentiation | 340,000 tested, 0.34% active;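 active = potentiation over 3 SD above the plate norm, cut at about 30% in these data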; note: 0% is about no effect
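Calcium flux readout, no-wash dye, 1 read/s. Inducible HEK293 Trex D2 line, overnight 30 C. Compound alone 180 s (agonist flags), then EC20 dopamine, another 180 s to score potentiation.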
TRHR agonist = TRH receptor (human) agonism | activation, % at 2 µM | P34981 | 360,000 tested, 0.18% active | TRHR cells, calcium flux fluo-8, FDSS agonist mode; note: 0% is about no effect
Target sequence (P34981 whole entry, looked up): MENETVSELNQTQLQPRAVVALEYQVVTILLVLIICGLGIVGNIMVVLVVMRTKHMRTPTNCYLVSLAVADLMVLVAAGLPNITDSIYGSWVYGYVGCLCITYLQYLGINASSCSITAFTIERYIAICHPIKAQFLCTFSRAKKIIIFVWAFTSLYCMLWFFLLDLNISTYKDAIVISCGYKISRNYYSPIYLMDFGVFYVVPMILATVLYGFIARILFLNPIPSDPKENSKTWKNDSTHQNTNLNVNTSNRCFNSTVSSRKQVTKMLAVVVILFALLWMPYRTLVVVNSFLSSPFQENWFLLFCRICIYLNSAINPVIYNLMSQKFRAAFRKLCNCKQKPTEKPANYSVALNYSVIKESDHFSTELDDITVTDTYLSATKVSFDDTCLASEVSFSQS
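TRHR-expressing cells loaded with fluo-8 calcium dye; 23 nL library compound pin-transferred, kinetic FDSS fluorescence (Ex 480/Em 530) recorded about 180 s for agonist-induced calcium release, before a 10 nM TRH EC20 addition for potentiator mode.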
RXFP1 antagonist = RXFP1 (human) relaxin receptor antagonism; Q9HBX9; HEK293-RXFP1, relaxin-stimulated cAMP HTRF, 30 min; stronger effect = lower value; activity change, negative = inhibition, % at 57.5 µM; 350,000 tested, 0.59% active;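 active = activity change of -60% or lower, but not beyond a set lower limit; inconclusive = change between -60% and -40%, or beyond the set limit; inactive = change above -40%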; note: % is set by controls: 0 for no effect and ±100 for the full control effect
TRHR enhancer = TRH receptor (human) allosteric enhancement; TRHR cells, fluo-8 calcium fluorescence, EC20 TRH enhancement; 360,000 tested, 0.66% active; AID 493056; P34981; enhancement, % at 2 µM; in the data active = enhancement above about 30%; note: 0% is about no effect
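TRHR-expressing cells loaded with fluo-8 calcium dye were read kinetically (ex 480/em 530) during compound addition, then stimulated with an EC20 of TRH (10 nM final). Enhancement of the Gq-mediated intracellular calcium response was scored.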
D1 potentiator = human D1 dopamine receptor positive modulation; P21728; HEK293 TREx D1 cells, calcium flux, dopamine EC20 potentiation; potentiation, % at 10 µM; 360,000 tested, 0.036% active; in the data active = potentiation above about 30%; note: 0% is about no effect
D2 ag = D2 dopamine receptor (human) agonism; P14416; HEK293 T-REx D2 cells, calcium flux agonist mode; activation, % at 2 µM; 340,000 tested, 0.53% active; AID 485358;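 active = activation over 3 SD above normal in the single-dose calcium agonist read, cut at about 30% in these data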; note: 0% is about no effect
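Tetracycline-induced HEK293 T-REx cells with force-coupled D2 receptor, plated overnight at 30 C, loaded with no-wash calcium dye. After a 10 s baseline, compound was pin-added and calcium flux read kinetically for 180 s; calcium rises flagged agonists.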
An asterisk follows results filed as active; ? = inconclusive; . = no result given. Cut-off read from the data, not from the text of the source, unless noted: active = activation above about 30%; inactive = the rest.

SMILES	D1 agonist	D1 antagonist	D2 antagonist	D2 potentiator	TRHR agonist	RXFP1 antagonist	TRHR enhancer	D1 potentiator	D2 ag
COc1ccc(CC(=O)OCC(=O)NCc2ccccc2Cl)cc1	2	-21	12	-6	-2.1	-10	-3	-3	-1.4
O=C(NCC1CCCO1)/C(=C/c1cn(-c2ccccc2)nc1-c1cccnc1)NC(=O)c1ccccc1 (stereo not drawn)	2	2	-1	-1	-0.3	-4	-4	-3	0.1
COCCCN1C(=O)C(O)=C(C(C)=O)C1c1cccc(F)c1 (stereo not drawn)	4	-28	37*	-4	0.4	-1	-5	-6	0.7
CCOC(=O)c1cc2c(nc1N)CCCC2	2	-2	.	-2	-0.1	-4	-9	-5	.
O=C1CSC(=S)N1/N=C/c1cc(Br)ccc1O	4	12	-14	6	2.0	.	0	-8	0.2
O=C(Nc1cccc(-c2nc3cccnc3s2)c1)c1ccc(Cl)nc1	0	2	-11	3	-0.2	-17	1	4	0.0
Cn1cnc2c(=O)oc3ccc(S(=O)(=O)N4CCN(c5cccc(C(F)(F)F)c5)CC4)cc3c21	-1	-7	.	.	0.0	12	0	-3	0.3
CC(=O)N1CCCN(Cc2cn(-c3cccc(C)c3)nc2-c2cccc(F)c2)CC1	18	11	-3	7	-0.2	-7	4	-1	0.1
CC12CCC(C(=O)N3CCN(Cc4ccccc4)CC3)(OC1=O)C2(C)C (stereo not drawn)	0	-9	2	1	0.6	-2	1	-2	1.7
CC(C)N1CCC(n2nccc2NC(=O)c2ccc3c(c2)OCO3)CC1	0	11	1	11	0.3	9	-7	-1	0.4
COC(=O)C1=C(C)N=C2SC(C)C(=O)N2C1/C=C/c1ccccc1 (stereo not drawn)	0	-11	0	8	-0.9	3	4	-1	0.2
COc1cc2c(cc1OC)C(Nc1ccccc1)=NC(C)(C)C2	2	28	.	.	-0.1	-5	-1	-6	.

Reprinted from the part before: 6 entries, followed by the next part.
SMILES	D1 agonist	D1 antagonist	D2 antagonist	D2 potentiator	TRHR agonist	RXFP1 antagonist	TRHR enhancer	D1 potentiator	D2 ag
Cn1cnc2c(=O)oc3ccc(S(=O)(=O)N4CCN(c5cccc(C(F)(F)F)c5)CC4)cc3c21	-1	-7	.	.	0.0	12	0	-3	0.3
CC(=O)N1CCCN(Cc2cn(-c3cccc(C)c3)nc2-c2cccc(F)c2)CC1	18	11	-3	7	-0.2	-7	4	-1	0.1
CC12CCC(C(=O)N3CCN(Cc4ccccc4)CC3)(OC1=O)C2(C)C (stereo not drawn)	0	-9	2	1	0.6	-2	1	-2	1.7
CC(C)N1CCC(n2nccc2NC(=O)c2ccc3c(c2)OCO3)CC1	0	11	1	11	0.3	9	-7	-1	0.4
COC(=O)C1=C(C)N=C2SC(C)C(=O)N2C1/C=C/c1ccccc1 (stereo not drawn)	0	-11	0	8	-0.9	3	4	-1	0.2
COc1cc2c(cc1OC)C(Nc1ccccc1)=NC(C)(C)C2	2	28	.	.	-0.1	-5	-1	-6	.
Cc1ccc(/C=C/C(=O)c2nc3ccccc3[nH]2)cc1	8	19	-23	9	-0.4	?	25	-3	-0.4
CCOC(=O)c1c(CN2CCCCC2)n(C)c2cc(Br)c(OC)cc12	4	4	-1	-12	-0.8	3	0	-5	-0.3
O=C(O)CCC1=C2c3ccccc3CCN2C(=O)CC1	0	10	-26	4	-0.1	-17	-1	9	0.6
CCOC(=O)N1CCN(c2nnc(-c3ccc(C)cc3)c3ccccc23)CC1	0	-12	-18	5	0.2	3	-8	-11	0.7
Cc1ccc(O)c(C(=O)CC(=O)c2cccc(F)c2)c1	3	-15	16	-3	0.2	-17	-3	-2	-0.3
Cc1ccc(NC(=O)C(=Cc2ccc(C(=O)O)cc2)C(=O)Nc2ccc(C)cc2C)c(C)c1	3	36	-18	1	-1.0	-21	1	-8	0.5
CCOc1ccccc1NC(=O)NCc1ccccc1	1	4	42*	-21	-0.1	-5	0	1	-1.4
CNC(=O)CC1C(=O)N(c2ccc(Cl)cc2)C(=S)N1CCc1ccc(OC)c(OC)c1 (stereo not drawn)	1	14	-9	12	-0.3	-7	-2	-5	1.8
Cn1c(=O)n(CCc2ccccc2)c(=O)c2c1nc1n2CCCN1Cc1ccccc1	1	11	3	0	-0.4	-11	-4	-2	-0.7
COc1ccc(CN2CCN(CC3CC3)CC2CCO)c(C)c1C (stereo not drawn)	3	-3	-20	-8	0.0	-2	9	2	-2.1
Cc1ccc(C(=O)CS(C)(=O)=O)cc1	3	-33*	15	-1	-0.2	-16	-2	-6	0.3
COc1ccc(CNc2nc(=S)[nH]c3cc(OC)c(OC)cc23)cc1	1	10	34*	-10	-0.5	16	5	-2	0.3
CCCNC(=O)c1ccccc1NC(=O)CN(c1ccccc1OCC)S(C)(=O)=O	1	0	-2	-1	-0.1	-2	4	-4	0.7
Cc1ccc(NC(=O)CCn2ccc([N+](=O)[O-])n2)nc1	2	-5	2	4	-0.2	5	-8	-2	0.5
Cc1ccc(-c2c3c(=O)n(C)c(=O)n(C)c3c3c(C)nc4ccccc4n23)cc1	0	-4	.	1	0.6	1	15	-3	0.5
COc1ccccc1CN(C)C(=O)c1ccccc1Sc1ccccc1C#N	3	1	6	-7	0.6	-21	7	12	-0.1
Cc1c2c([n+]3n1CCC3)CC(C)(C)CC2=O	2	-13	-11	0	0.6	-6	0	1	0.0
O=C(CCn1nnc2ccccc21)Nc1nnc(-c2ccccc2F)s1	5	-12	8	5	0.3	1	-4	-4	-0.8
O=C(c1cccs1)N(CC1CCCO1)c1nc(-c2ccccc2)cs1 (stereo not drawn)	2	17	13	-3	4.8	-3	-1	-5	2.8
O=C(c1cccnc1)N1CCN(c2c(Cl)cccc2[N+](=O)[O-])CC1	2	-3	8	-1	0.1	-21	-4	-6	0.0
COc1cc(/C=N/n2c(SC)nnc(C(C)(C)C)c2=O)ccc1O	3	19	.	.	-0.8	-4	8	-3	.
CC1S/C(=N/N=C/c2ccco2)N(Cc2ccc(F)cc2)C1=O (stereo not drawn)	0	-15	7	8	0.2	-14	4	-4	-0.6
CN(Cc1cccc(F)c1)CC(O)COCc1ccccc1Cl (stereo not drawn)	3	1	.	.	-0.1	-27	-4	-2	.
CCC(C(=O)NCCC(C)C)N(Cc1ccccc1Cl)C(=O)c1snc(C(N)=O)c1N (stereo not drawn)	3	10	0	0	-1.1	-23	-2	-1	-1.4
O=C(Cn1c(COc2ccccc2)nc2ccccc21)Nc1cccc(Cl)c1	4	16	-6	3	0.8	-20	1	6	1.4
O=C(NCc1cccnc1)Nc1cccc(Cl)c1Cl	4	-30*	4	-20	-0.3	10	-5	-8	-0.9
CCOC(=O)N1CCN(C(=O)Cc2cccc3ccccc23)CC1	5	-10	6	-2	-1.3	-2	1	-4	0.9
CC(C)S(=O)(=O)c1csc(C(=O)NNC(=O)Nc2ccccc2)c1Cl	1	1	3	1	0.9	-10	-2	-1	0.3
O=C(COC(=O)COc1ccc(Cl)cc1)Nc1ccc2c(c1)OCCO2	4	-18	-5	3	-0.6	1	1	2	0.2
CC(C)Sc1nnc(NC(=O)c2ccco2)s1	3	4	-5	-5	0.1	-6	-4	0	0.0
CC(=O)Nc1ccc(NC(=O)Cn2c(=O)n(-c3ccc(C)cc3)c(=O)c3oc4ccccc4c32)cc1	4	-1	4	6	-0.1	-1	6	2	-1.6
O=C(O)C1CC(=O)N(c2ccc3c(c2)OCCO3)C1 (stereo not drawn)	2	10	9	1	0.9	4	1	-3	0.8
O=C(CSc1cccc[n+]1[O-])N1CCCc2ccccc21	3	13	-11	8	0.6	2	-2	-7	1.4
COc1ccc(CNc2oc(COc3ccc(Cl)cc3)nc2C#N)cc1	4	-30*	-10	-8	-1.7	4	-9	-7	-0.3
O=C(O)c1cccc(Cn2cc(Br)cn2)c1	3	-29	20	-8	0.1	1	4	-2	-0.9
COc1cccc(NC(=S)NN=C2CCCCCC2)c1	-1	10	-30	-2	0.1	-9	3	4	2.8

Overlap with the part before: 2 entries, followed by the next part.
SMILES	D1 agonist	D1 antagonist	D2 antagonist	D2 potentiator	TRHR agonist	RXFP1 antagonist	TRHR enhancer	D1 potentiator	D2 ag
O=C(O)c1cccc(Cn2cc(Br)cn2)c1	3	-29	20	-8	0.1	1	4	-2	-0.9
COc1cccc(NC(=S)NN=C2CCCCCC2)c1	-1	10	-30	-2	0.1	-9	3	4	2.8
O=C(Cc1ccccc1)NN1C(=O)C2C3C=CC(C3)[C@@H]2C1=O (stereo partly drawn)	3	-5	-8	4	-0.1	4	-3	-3	0.2
CC1CCN(C(=O)/C(=C\c2ccccc2F)NC(=O)c2ccccc2)CC1	1	10	-3	8	0.7	-2	-5	6	0.7
COC(=O)C1CN(C(=O)C(C)Oc2ccc(C)c(C)c2)c2ccccc2O1 (stereo not drawn)	1	-3	-11	-4	-0.3	-3	-1	2	0.9
Clc1ccc(CN2CCCCCCC2)cc1Cl	2	-3	-13	-9	0.0	2	0	-3	-0.9
CCOC(=O)C1=C(CS(=O)(=O)c2ccccc2)NC(=O)NC1c1ccc(OC)c(OC)c1 (stereo not drawn)	-1	-2	-8	6	1.4	23	4	-2	-0.7
COC(=O)/C(C(C)=O)=C(\C=C\N(C)C)N(C)C	4	12	-32	7	0.5	-30	12	3	0.6
CC1CCCC(C)N1/N=C/c1ccccc1F (stereo not drawn)	3	-8	-3	-3	0.6	-10	0	-3	-0.2
COc1ccc(OC)c(-c2noc(N3CCN(c4cc(C)ccc4C)CC3)n2)c1	-2	-9	.	1	0.3	.	-22	0	1.3
COc1cc(CC(=O)OCC(=O)NC2CCCC2)cc(OC)c1OC	2	5	5	-2	1.1	5	14	-2	0.5
COc1cc(OC)cc(C(=O)NC(=S)N2CCN(c3ccc(C(F)(F)F)cc3[N+](=O)[O-])CC2)c1	-1	-6	30*	7	-1.7	2	17	-1	0.3
COc1ccccc1C(=O)Nc1sc(C(=O)N2CCCC2)c(C)c1C#N	1	-2	-4	3	0.2	15	4	-3	1.1
Cc1ccc(C2=NN(S(C)(=O)=O)C(c3ccc4nccnc4c3)C2)cc1 (stereo not drawn)	-1	16	-9	-13	-0.5	.	5	-3	0.2
Cc1ccc(Cl)cc1NC(=O)Cn1c(C)csc1=O	2	32	8	-2	-0.2	-5	1	-1	0.1
Cn1cccc1C(=O)OCC(=O)Nc1cc(C(C)(C)C)nn1-c1ccccc1	0	-18	4	-2	-0.9	-2	-2	3	-1.8
COC(=O)c1c(C)c2c(C)cc3ccccn3c-2c1C(=O)OC	2	-4	-6	-7	-0.4	-13	2	-5	0.9
COc1cnc(SCCC(F)=C(F)F)[nH]c1=O	1	3	.	.	-0.8	5	-4	2	.
Cc1nc2n(n1)CC(O)CS2 (stereo not drawn)	0	-20	18	-5	0.3	-2	1	-9	0.2
CCOc1cc2c(C#N)c(N3CCCCC3)nc(N)c2c(N)n1	4	4	10	-3	0.6	-1	-6	-2	4.9
OCCNCC12CC3CC(CC(C3)C1)C2	3	-1	-9	-5	0.3	-4	22	-7	0.4
